# CIT2-GFP yeast – modulators of CIT2-GFP expression in yeast, primary screen, S. cerevisiae, GFP fusion, multiplex flow cytometry, MLPCN library. S. cerevisiae CIT2-GFP strain, 3 h; 100 means same as DMSO wells. GFP response vs DMSO, % at 10 µM. actives 0.065% (n = 320,000);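 active means GFP response relative to DMSO above a set limit, near the screen mean plus 3 SD, cut at about 150% in these data; inconclusive means Fewer than 70 cells measured for a yeast strain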;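 further: ratio of well median GFP fluorescence to mean of DMSO wells on the plate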
# AGP1-GFP MLPCN – modulators of AGP1-GFP expression in yeast TOR pathway, primary screen, cell-based, multiplex flow cytometry, S. cerevisiae, MLPCN library. GFP response vs DMSO, % at 10 µM. 3 h; GFP as percent of DMSO wells. actives 0.02% (n = 320,000);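 active means GFP response relative to DMSO above a set limit, near screen average plus 3 SD, cut at about 150% in these data; inconclusive means fewer than 70 cells counted for the yeast strain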;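 further: median GFP channel fluorescence of the gated AGP1 strain per well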
# MEP2 TOR yeast – modulators of MEP2-GFP levels in yeast, primary screen, S. cerevisiae, multiplex flow cytometry, MLPCN library | GFP response vs DMSO, % at 10 µM | S. cerevisiae MEP2-GFP strain, 3 h; 100% = DMSO control level | AID 2016, 2009 | actives 0.51% (n = 330,000);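 active means GFP response versus DMSO above a set limit, roughly screen mean plus 3 SD, cut at about 180% in these data; inconclusive means fewer than 70 cells counted for a yeast strain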;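 further: median GFP fluorescence of the barcode-gated MEP2-GFP cells per well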
# RPL19A-GFP yeast – RPL19A-GFP expression modulators in yeast, primary screen, cell-based, S. cerevisiae, multiplex flow cytometry, MLPCN; actives 0.3% (n = 330,000); S. cerevisiae RPL19A-GFP strain, 3 h; active compounds read low; AID 2025, 2009; percent response vs DMSO, % at 10 µM;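 active means percent response vs DMSO below 50%; inconclusive means fewer than 70 events counted for the yeast strain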;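 further: median channel GFP fluorescence of the barcoded RPL19A-GFP strain; ratio of sample median GFP to plate DMSO average so 100% = DMSO; lower means less RPL19A-GFP as with rapamycin TOR inhibition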
# AHR act – AHR activators, primary screen, cell-based, luminescence, luciferase reporter, human; activation, % at 5 µM; actives 2.5% (n = 320,000); AHR-responsive luciferase reporter cells; Aryl hydrocarbon receptor (Homo sapiens), P35869; in the data active means activation above about 47%;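 further: 0% = vehicle wells and 100% = reference agonist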
# proCasp7 act – procaspase-7 activators, primary screen, counter-screen for procaspase-3 activator project, biochemical, absorbance, HTS, human; Caspase-7 (Homo sapiens), P55210; recombinant procaspase-7, Ac-DEVD-pNA absorbance 405 nm; D23A/D198A/D206A triple mutant, cannot self-cleave; scale: DMSO 0, 5 µM enzyme 100; activation, % at 8.5 µM; actives 0.093% (n = 330,000);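 active means percent activation above the screen-wide mean plus 3 SD, cut at about 25% in these data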
# Target sequence (P55210 whole entry D23A/D198A/D206A): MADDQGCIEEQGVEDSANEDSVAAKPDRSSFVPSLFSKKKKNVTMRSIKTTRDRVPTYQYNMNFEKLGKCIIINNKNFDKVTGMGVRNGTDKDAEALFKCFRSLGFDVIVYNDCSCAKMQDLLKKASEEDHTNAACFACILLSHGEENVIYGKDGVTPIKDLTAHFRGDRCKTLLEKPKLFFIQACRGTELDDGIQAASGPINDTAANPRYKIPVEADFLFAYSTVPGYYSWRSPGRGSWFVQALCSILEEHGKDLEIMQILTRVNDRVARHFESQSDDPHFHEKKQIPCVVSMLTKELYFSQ
#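 System: Uncleavable procaspase-7 mutant enzyme; Amount: 2 µM procaspase-7 mutant as dispensed; Schedule: 1 h compound preincubation, 2 h substrate cleavage, 25 °C; Measured by: 405 nm absorbance of p-nitroaniline; Evaluation: percent activation from buffer-corrected 0–120 min absorbance change; Control set: low DMSO alone, high DMSO plus 5 µM PC-7.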
# LAP4 TOR yeast – modulators of LAP4-GFP expression in yeast, primary screen, S. cerevisiae, multiplex flow cytometry, MLPCN library | 3 h; median GFP as percent of DMSO wells | GFP response vs DMSO, % at 10 µM | actives 0.34% (n = 320,000) | AID 2023, 2009;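 active means GFP response vs DMSO above a set limit, about the screen mean plus 3 SD, cut at about 150% in these data; inconclusive means under 70 cell events counted for the yeast strain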
# proCasp3 act – activators of human procaspase-3 D3A mutant, primary screen, biochemical, absorbance, PC-3 D3A mutant, single concentration; activation, % at 8.5 µM; actives 0.11% (n = 330,000); recombinant procaspase-3 D3A, Ac-DEVD-pNA absorbance 405 nm; Caspase-3 (Homo sapiens), P42574;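 active means activation above the mean of all tested compounds plus 3 SD, cut at about 21% in these data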;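 further: 0% = DMSO alone and 100% = DMSO wells spiked with extra 5 µM PC-3 D3A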
# Target sequence (P42574 whole entry D9A/D28A/D175A): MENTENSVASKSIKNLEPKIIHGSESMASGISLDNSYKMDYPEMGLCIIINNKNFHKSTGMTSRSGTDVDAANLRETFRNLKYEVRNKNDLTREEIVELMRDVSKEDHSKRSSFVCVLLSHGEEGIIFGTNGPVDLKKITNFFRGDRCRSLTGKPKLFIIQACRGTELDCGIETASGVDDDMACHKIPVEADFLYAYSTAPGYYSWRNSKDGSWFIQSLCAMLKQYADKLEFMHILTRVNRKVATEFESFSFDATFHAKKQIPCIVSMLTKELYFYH
#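 assay system = Procaspase-3 D3A mutant | signal = absorbance at 405 nm, 0 and 120 min | times = 1 h preincubation plus 2 h reaction at 25 °C | repeats = single replicate | read-out = % activation between DMSO and enzyme-spiked controls | medium = Zinc-free HEPES saline buffer with Triton X-100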
# Starred values were filed as active, the others as inactive; u = inconclusive; x = not tested or not shown; [ ] = dose if it differs, or a comment.
SMILES,CIT2-GFP yeast,AGP1-GFP MLPCN,MEP2 TOR yeast,RPL19A-GFP yeast,AHR act,proCasp7 act,LAP4 TOR yeast,proCasp3 act
CC(O)c1ccc(OCCN(C)c2ccccn2)cc1 (stereo not drawn),110.7,114.4,107.8,113.4,-0.3,-1.7,106.8,-1.0
CC(C)(C)c1ccc(C(=O)c2c[nH]c(C(=O)NCCc3ccccn3)c2)cc1,92.8,94.8,96.7,96.8,7.8,0.4,94.3,12.9
CNC(=O)c1[nH]cnc1C(=O)N[C@@H](CC(C)C)C(=O)OCc1ccccc1,83.0,81.7,85.5,91.0,-0.1,-3.7,120.0,-0.2
Cc1ccc(C2=NNC(=O)C(c3c[nH]c4ccccc34)C2)cc1 (stereo not drawn),100.8,106.5,98.5,97.5,2.2,0.5,101.5,-5.6
Cc1cc(-n2c(C)cc(C(=O)CSc3nncn3C)c2C)no1,121.5,104.8,102.8,101.7,6.8,7.1,91.3,13.4
CCCCSCc1[nH]c(=O)[nH]c1C(=O)CCCCC(=O)OCC,97.2,100.7,97.5,97.4,-0.6,6.2,95.6,-4.5
COc1ccc(NC(C)=O)cc1NC(C)c1nc2sc(C)c(C)c2c(=O)[nH]1 (stereo not drawn),98.8,103.9,102.6,105.6,13.1,3.6,98.2,-0.1
O=C(O)c1cnccn1,85.9,91.2,103.4,107.1,-2.9,5.6,112.2,-2.2
CCOCC(=O)Nc1ccc(F)c(F)c1,90.5,88.5,90.2,93.6,9.4,-11.8,88.6,-0.6
CCOc1ccc(OCC)c(NC(=O)CN(C)S(=O)(=O)c2cccc3nsnc23)c1,88.3,92.5,94.2,94.2,53.7*,6.9,92.6,7.9
COc1cccc(OC)c1C(=O)NC(=S)Nc1ccc2oc(=O)ccc2c1,100.3,103.2,107.5,106.5,-4.5,-11.8,104.4,4.3
N#C/C(=C\c1cccc(O)c1)C(=O)N1CCCCC1,100.3,101.1,114.8,107.3,1.2,3.1,105.7,-3.0
Cn1c(-c2ccccc2)cnc1NCc1cc(Cl)ccc1O,101.6,96.3,102.5,100.8,x,x,92.6,x
Cc1ccccc1NS(=O)(=O)c1cc(C(=O)Nc2ccccc2-c2ccccc2)ccc1Cl,95.3,95.3,101.5,97.7,6.0,8.8,99.1,-6.6
CC(=O)N1CCc2cc(S(=O)(=O)C(C)CC(=O)NCc3ccc(C)o3)ccc21 (stereo not drawn),100.0,89.6,96.1,93.0,-0.3,-21.2,82.0,-5.0
CCC(=O)N1COC[C@@H]1Cc1ccccc1,u,u,211.1*[may fluoresce violet],22.9*[may fluoresce violet],0.4,-9.6,59.1[may fluoresce violet],-4.6
O=C(c1ccc2nc(-c3ccco3)c(-c3ccco3)nc2c1)N1CCN(c2ccccc2)CC1,78.6,x,89.8,84.5,-0.1,-31.3,92.5,-15.9
Cc1ccc2nc(Cl)c3cc(C(=O)N(CCN(C)C)Cc4ccco4)sc3c2c1,103.2,99.4,108.5,100.1,1.3,3.0,94.1,3.2
CCc1cc2c(cc3c(=O)n(CC(=O)NCCCN(CC)CC)nc(CC)n32)s1,106.5,110.7,104.9,101.8,6.6,10.8,102.4,-5.1
CCn1cc(CN(C)S(=O)(=O)c2cccc([N+](=O)[O-])c2)cn1,97.7,103.2,98.9,99.8,0.0,2.0,98.9,8.7
CN1CCN(C(=S)Nc2cc(S(=O)(=O)N3CCOCC3)ccc2Cl)CC1,105.0,106.0,105.7,96.6,-0.3,-1.0,107.9,-3.0
O=C(COC(=O)c1ccc2[nH]c3c(c2c1)CCCC3)NC1CCS(=O)(=O)C1 (stereo not drawn),97.0,99.1,101.7,98.2,6.2,-4.3,99.9,-1.5
CCCNC(=O)c1ccc2snnc2c1,105.5,99.4,90.1,96.7,2.2,17.4,97.4,-0.6
Cn1c(SCc2ccon2)nc2ccccc2c1=O,90.2,98.4,103.1,99.2,10.6,7.4,96.0,7.4
CC(C)(C)N1CC2(c3ccccc3)CN(C(C)(C)C)CC(c3ccccc3)(C1)C2=O,100.8,102.2,102.9,100.1,0.1,-5.9,102.4,12.9
COc1ccccc1CC(=O)OC(C)C(=O)Nc1ccc(S(=O)(=O)N2CCCCC2)cc1 (stereo not drawn),96.3,95.2,94.4,92.0,-0.6,-2.2,98.9,-1.2
CCOC(=O)c1ccc(Oc2cc(C)nc(SC)n2)cc1,x,100.4,100.8,103.9,0.7,-0.6,114.5,-5.6
CCc1cccc(OCCCn2ccnc2)c1,94.6,100.1,97.2,98.4,29.2,4.8,99.4,2.1
Cc1ccc(N2CC(C(=O)Nc3nnc(C)s3)CC2=O)cc1 (stereo not drawn),103.9,100.0,101.6,97.8,0.4,7.7,94.5,-1.4
Cc1noc(C)c1CSc1ccc(Br)cc1,95.9,98.1,98.3,96.1,-2.8,4.4,95.7,-2.6
COc1ccc(/C=N/N2CCN(C)CC2)cc1OC,99.1,108.9,102.7,103.3,-0.5,11.7,105.5,-1.6
COC(=O)Nc1ccccc1C(=O)N1CCN(c2ccc(C)cc2)CC1,102.1,98.0,94.1,101.5,8.7,10.4,79.0,1.9
Cc1cccc(N2CCN(Cc3nc(-c4cccc(Cl)c4)oc3C)CC2)n1,105.9,107.2,104.4,106.4,1.5,3.8,96.9,15.9
Cc1ccc(Cl)c(OCC(=O)OCC(=O)NC2CCCc3ccccc32)c1 (stereo not drawn),110.5,105.7,107.5,112.4,-0.4,-1.6,99.5,3.8
COCCn1c(-c2cccc(Br)c2)nc2c(c(=O)c3ccccc3n2C)c1=O,102.2,93.3,78.5,88.5,1.6,2.5,89.6,0.8
CN(C)S(=O)(=O)N1CCN(CC(=O)Nc2cc(Cl)ccc2Cl)CC1,x,101.6,99.1,101.0,-0.8,6.8,101.3,-6.1
Cc1ccc(NC(=O)CNC(=O)Cc2cccc3ccccc23)c(O)c1,115.2,115.2,112.4,109.6,15.5,6.5,106.9,-13.5
O=C(O)C1CCCCC1C(=O)Nc1ccc2c(c1)OCO2 (stereo not drawn),104.0,101.8,105.3,101.5,9.5,-30.5,101.6,-31.6
CN(Cc1ccccc1)S(=O)(=O)c1ccc2c(c1)OCCO2,92.1,93.8,94.2,100.5,1.6,0.9,101.9,6.7
S=C(Nc1cccc(Cl)c1)NC1CC2CCCC(C1)N2C1CCCC1 (stereo not drawn),105.2,101.5,108.5,105.7,2.1,-1.9,88.3,-2.8
Cc1oc2ccc(OS(C)(=O)=O)cc2c1C(=O)OC(C)C,94.8,94.1,98.6,99.3,2.3,-1.7,115.2,9.4
CCOc1ccc(/C=N/NC(=O)c2c(-c3ccccc3)noc2C)cc1,91.2,93.0,103.9,94.7,3.3,5.3,96.9,-0.6
CCOc1ccc(CC(=O)NCc2ccc3c(c2)cc(C)n3C)cc1,99.5,96.6,97.0,95.0,39.5,4.5,97.3,-0.1
CC(C)(C)C1CCC(OC(=O)CCC(=O)Nc2ccccc2)CC1 (stereo not drawn),101.1,99.0,107.5,103.9,2.0,3.2,101.3,0.3
CC1CC(C)(C)NC(=S)N1CCCC(=O)NCCc1ccc(Cl)cc1 (stereo not drawn),101.8,97.6,100.2,98.0,0.3,-2.6,89.9,3.6
C=CCOc1c(CCC)cc(CCC)cc1C(N)=O,110.8,106.5,111.9,113.5,11.9,-1.1,105.6,-2.0
O=C(/C=C/c1ccc(Cl)cc1)NC(=S)Nc1ccc(C(=O)O)cc1,94.8,97.2,97.4,101.8,-0.2,-8.4,99.4,-0.1
Cc1oc(-c2ccc(Cl)cc2)nc1CN1CCCC(C(=O)NCc2ccco2)C1 (stereo not drawn),103.3,101.3,104.7,103.7,5.5,15.8,103.1,11.4

# Three entries already listed, sorted by their value in RPL19A-GFP yeast, smallest number first:
compound	RPL19A-GFP yeast
CCOc1ccc(/C=N/NC(=O)c2c(-c3ccccc3)noc2C)cc1	94.7
Cc1oc(-c2ccc(Cl)cc2)nc1CN1CCCC(C(=O)NCc2ccco2)C1 (stereo not drawn)	103.7
CC(C)(C)C1CCC(OC(=O)CCC(=O)Nc2ccccc2)CC1 (stereo not drawn)	103.9

# (cont.)
SMILES,CIT2-GFP yeast,AGP1-GFP MLPCN,MEP2 TOR yeast,RPL19A-GFP yeast,AHR act,proCasp7 act,LAP4 TOR yeast,proCasp3 act
COc1ccccc1N1CCN(C(=O)c2cc3n(n2)C(C(F)(F)F)CC(c2ccco2)N3)CC1 (stereo not drawn),99.1,99.4,131.7,97.2,1.0,-0.2,95.3,-7.5
O=C(Nc1ccc2c(c1)OCCO2)c1cnc2n(c1=O)CCS2,93.0,90.1,88.3,90.3,-7.2,4.0,102.9,-5.7
NC(=S)N(c1ccccc1)c1ccccc1,116.0,103.4,117.8,101.0,1.0,-0.4,119.0,2.7
Cc1cc([N+](=O)[O-])nn1CC(=O)Nc1ccc(F)cc1,104.5,93.1,98.3,100.4,-9.7,1.0,85.1,-3.5
Cc1cccc2sc(NNC(=O)c3cc(=O)c4ccccc4o3)nc12,96.0,98.2,92.8,98.2,67.0*,-22.2,103.9,-14.3
Cc1cccc(CN2CCN(c3nc4nonc4nc3NC3CC3)CC2)c1,119.1,105.5,104.6,104.6,0.4,-1.3,100.3,6.3
COc1ccc(OC)c(NC(=O)CSCc2cnn(-c3ccccc3)c2-n2cccc2)c1,95.7,104.9,103.3,100.8,1.9,-4.8,107.9,4.6
COc1ccc(C(=O)N[C@H](C(=O)Nc2ccc(OC)nc2)C(C)C)cc1,101.7,103.5,106.5,101.7,1.1,9.8,102.1,3.5
O=[N+]([O-])c1ccccc1Oc1ccc(Cl)c2cccnc12,80.2,95.9,100.3,95.1,7.4,-0.5,117.2,-5.5
CN(Cc1ccccc1)S(=O)(=O)c1ccc2[nH]c(=O)oc2c1,102.3,104.0,96.6,99.8,1.1,0.2,103.3,9.6
C[C@@H](C(=O)NCc1ccccc1)N1C(=O)C2CC=CCC2C1=O (stereo partly drawn),106.7,105.7,104.0,105.2,-0.6,0.3,94.6,-14.1
COc1ccc(C(=O)Nc2ccnn2C2CCN(Cc3cn(C)nc3C)CC2)cc1,97.7,98.6,93.9,102.2,-3.3,-0.5,90.3,-2.4
O=C(O)CCCCCCC1C(=O)NC(=O)N1CCC(O)C1CCCCC1 (stereo not drawn),91.7,98.1,102.2,103.7,-2.7,3.6,95.9,7.1
CC(CCc1ccccc1)NC(=O)c1ccc(NC(=O)c2ccccc2)cc1 (stereo not drawn),99.2,104.7,103.7,107.1,-1.8,-4.8,97.8,7.0
CCN(CC)C(=O)C12CC3CC(CC(Cl)(C3)C1)C2,97.6,99.4,94.7,104.1,5.4,10.9,94.9,1.1

# Source: PubChem (several laboratories)
